# KCNQ2 inh: KCNQ2 potassium channel inhibitors, primary screen, cell-based, CHO-K1, FluxOR thallium flux, B-score (AID 2156); Potassium voltage-gated channel subfamily KQT member 2 (Rattus norvegicus), O88943; 20 min; stronger effect = lower value; B-score at 10 µM; 310,000 compounds, 1.1% hits;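 active = fluorescence ratio B-score at most minus 3 library SDs, with starting brightness B-score within 2 library SDs, cut at about -5.5 in these data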
# Target sequence (O88943 whole entry, looked up): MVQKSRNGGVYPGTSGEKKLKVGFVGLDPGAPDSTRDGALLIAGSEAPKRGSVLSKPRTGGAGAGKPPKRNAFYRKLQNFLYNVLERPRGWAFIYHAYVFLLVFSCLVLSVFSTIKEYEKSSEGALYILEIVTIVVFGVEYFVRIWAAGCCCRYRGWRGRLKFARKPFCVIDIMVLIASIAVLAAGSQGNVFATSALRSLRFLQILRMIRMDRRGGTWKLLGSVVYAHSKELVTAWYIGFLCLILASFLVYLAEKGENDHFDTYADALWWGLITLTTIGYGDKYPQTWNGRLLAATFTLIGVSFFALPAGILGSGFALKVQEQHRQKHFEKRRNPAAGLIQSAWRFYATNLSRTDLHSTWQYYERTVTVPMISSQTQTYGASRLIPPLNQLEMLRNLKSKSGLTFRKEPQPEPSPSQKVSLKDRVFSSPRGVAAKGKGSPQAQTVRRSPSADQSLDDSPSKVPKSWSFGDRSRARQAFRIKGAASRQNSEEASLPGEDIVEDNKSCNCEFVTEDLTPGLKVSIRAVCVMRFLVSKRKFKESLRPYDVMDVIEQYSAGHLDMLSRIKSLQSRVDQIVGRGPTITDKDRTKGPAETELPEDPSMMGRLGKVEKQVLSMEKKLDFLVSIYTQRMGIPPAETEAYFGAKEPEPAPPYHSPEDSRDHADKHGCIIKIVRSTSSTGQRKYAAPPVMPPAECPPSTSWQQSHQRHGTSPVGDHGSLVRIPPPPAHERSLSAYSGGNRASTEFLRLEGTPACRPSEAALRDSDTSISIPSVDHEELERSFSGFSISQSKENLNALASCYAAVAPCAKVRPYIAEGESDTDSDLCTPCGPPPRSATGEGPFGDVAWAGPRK
# Kir21 inh: inhibitors of mouse Kir2.1 inward-rectifier potassium channel. Inward rectifier potassium channel 2 (Mus musculus), P35561. HEK293-Kir2.1, FluxOR thallium flux fluorescence; stronger effect = lower value. B-score at 10 µM. 310,000 compounds, 0.85% hits;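 active = fluorescence ratio B-score at or below minus 3 SD of library scores, with starting-brightness B-score within 2 SD, cut at about -4.2 in these data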;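 also: channel flux triggered by added potassium and thallium sulfate stimulus; B-score of peak minus minimum fluorescence over baseline after thallium stimulus; more negative B-score means stronger Kir2.1 block with less thallium influx; some compounds called inactive have numbers as strong as hits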
# Numbers without * were called inactive; i = inactive. Outcome played no part in choosing rows; about 1.8% have a hit in one of these screens.
SMILES,KCNQ2 inh,Kir21 inh
Cc1oc2ccc(O)c(CN3CCOCC3)c2c1C(=O)c1ccc(Cl)cc1,i,-1.6
CCCC1=NN(C(=O)Cc2ccc([N+](=O)[O-])cc2)C(O)(C(F)(F)F)C1 (stereo unspecified),i,-0.24
CCC(CO)NC(=O)c1ccc(-c2nn(C)c(=O)c3ccccc23)cc1 (stereo unspecified),i,0.61
C#CCOC(=O)C[N+](C)(C)CC#Cc1ccccc1,i,0.15
CC1CCN(C(=S)Nc2ccc(F)cc2)CC1,i,1.5
COc1cccc(C2=CC(c3ccc(OC)c(OC)c3OC)n3nnnc3N2)c1 (stereo unspecified),i,-0.43
COc1ccc(NC(=S)c2ccccc2)cc1,i,-0.75
CCOC(=O)N1CCN(C(=O)C(C)(C)Oc2ccc(Cl)cc2)CC1,i,-0.98
COc1ccc(-c2n[nH]c(=S)n2Cc2ccccc2)cc1,i,0.03
Cc1ccc(N2C(=O)CC(Sc3ccccc3C(=O)O)C2=O)cc1C (stereo unspecified),i,0.54
CC1(C)CC(=O)c2c(-c3cccnc3)n[nH]c2C1,i,0.13
COc1cc(SC)ccc1C(=O)OCC(=O)NC(=O)NC(C)C,i,0.46
COc1ccc(NS(=O)(=O)c2cc(NC(=O)c3ccco3)ccc2N2CCCC2)cc1,i,0.27
CC(C)c1ccccc1NC(=O)CC1(CC(=O)O)CCCC1,i,-0.17
CC1(C)CC(=NNC(=O)c2n[nH]c3c2CCC3)CC(C)(C)N1,i,0.09
CCOc1ccc(NS(=O)(=O)c2ccc(C(=O)N3CCN(c4ncccn4)CC3)cc2)cc1,i,-0.43
CCC(=O)Nc1cccc(C(=O)OCc2cccc([N+](=O)[O-])c2)c1,i,0.33
COCCNC(=O)C(c1ccc(C)o1)N(C(=O)c1snc(C(N)=O)c1N)c1ccc(C)cc1 (stereo unspecified),i,0.58
C[n+]1cccc(C(=O)NNC(=O)C23CC4CC(CC(C4)C2)C3)c1,i,1.8
CCOC(=O)C1=C(C)N(CCCCCC(=O)O)C(=O)NC1c1ccc([N+](=O)[O-])cc1 (stereo unspecified),i,2.1
NC(=O)c1nsc(C(=O)N(Cc2cccnc2)C(C(=O)NCc2ccc(F)cc2)c2ccc(F)cc2)c1N (stereo unspecified),i,-0.06
O=C(Cc1cccs1)NNC(=S)NC(=O)c1ccc(F)c(F)c1,i,0.69
O=C(c1ccco1)N1CCN(C(=O)C2CCN(S(=O)(=O)c3cccc4nsnc34)CC2)CC1,i,-1.4
O=c1c(C(c2ccc(Cl)cc2)c2c(O)nc3n(c2=O)CCS3)c(O)nc2n1CCS2,i,0.64
CC(C)=C(NC(=O)c1ccccc1)C(N)=O,i,1.8

# Reprinted from the entries so far for reference:
SMILES,KCNQ2 inh,Kir21 inh
Cc1oc2ccc(O)c(CN3CCOCC3)c2c1C(=O)c1ccc(Cl)cc1,i,-1.6
CCCC1=NN(C(=O)Cc2ccc([N+](=O)[O-])cc2)C(O)(C(F)(F)F)C1 (stereo unspecified),i,-0.24
CCC(CO)NC(=O)c1ccc(-c2nn(C)c(=O)c3ccccc23)cc1 (stereo unspecified),i,0.61

# Additional entries.
SMILES,KCNQ2 inh,Kir21 inh
COc1cc(/C=N/NC(=O)Cn2ccc(C(F)(F)F)n2)cc(OC)c1OC,i,-0.35
Cc1cc(NC(=O)CSc2c(C)[nH]c3ccccc23)no1,i,-0.43
CCc1ccccc1NS(=O)(=O)c1ccc2c(c1)C(C)(C)C(=O)N2C,i,-1.6
COc1ccc2c(c1)c(C(O)CN1CCC3(CC1)OCCO3)c(C)n2C (stereo unspecified),i,0.51
Cc1cccc(C)c1N1CCN(S(=O)(=O)N2CCCCC2)CC1,i,-1.1
COc1ccc(C2=NOC(CN3C(=O)c4ccccc4S3(=O)=O)C2)cc1 (stereo unspecified),i,0.05
COC(=O)c1c(-c2ccc(C)cc2)csc1NC(=S)NC(=O)c1ccc(F)cc1,i,-0.69
CCc1nn(CC(=O)N2CCC(C(N)=O)CC2)c(=O)c2cc3occc3n12,i,-0.16
CC1=CC(=C(C#N)c2nc3ccccc3s2)C=C(C)N1c1ccc(F)cc1F,i,-0.48
COc1ccc(NC(=O)CSc2nc(=O)n(CCN(C)C)c3c2CCCC3)cc1OC,i,-0.32
COc1cc(NC(=O)c2cc3ccccc3o2)ccc1NC(=O)c1ccco1,i,0.83
COc1ccc2oc(=O)c(C(=O)NC(C)c3ccccc3)cc2c1 (stereo unspecified),i,0.71
COc1ccc(S(=O)(=O)N2CCC(NC(=O)N3CCOCC3)CC2)cc1,i,-0.91
C#CCn1c(=NC(=O)c2cc(-c3cccs3)nc3ccccc23)sc2cc(S(N)(=O)=O)ccc21,i,-0.18
O=C(O)CC1c2ccccc2C=Cc2ccccc21,i,-0.27
CCCCn1c(N)c(N(CCOC)C(=O)c2ccc(-c3ccc(C(C)=O)cc3)o2)c(=O)[nH]c1=O,i,0
COc1ccccc1/C=C/C1=NC(=C\N(C)C)/C(=O)O1,i,-0.91
O=C(NCC1CCCO1)c1ccc(-c2ccccc2Cl)o1 (stereo unspecified),i,0.12
COC(=O)c1ccc(COc2ccccc2/C=N/NC(=O)c2cccnc2)cc1,i,0.21
COc1ccccc1NC(=O)Cc1coc2cc(C)ccc12,i,-3.5
COc1ccc(-n2nnnc2SCC#CCO)cc1,i,-1.6
CCOC(=O)c1ccc(NC(=S)NN)cc1,i,0.94
COc1ccc(N2CCN(c3ncccc3C#N)CC2)cc1,i,-2.3
Cn1c(NC(=O)c2ccccc2F)c(-c2cccs2)c(=O)c2ccccc21,i,0.04
CCCCC(CC)C(=O)NCc1ccc(F)cc1 (stereo unspecified),i,-0.11

# Whole records as entered above. Screens in order: KCNQ2 inh	Kir21 inh
# Results for `O=C(NCC1CCCO1)c1ccc(-c2ccccc2Cl)o1` (stereo unspecified) = i	0.12
# Results for `COc1ccc(N2CCN(c3ncccc3C#N)CC2)cc1` = i	-2.3
# Results for `COC(=O)c1c(-c2ccc(C)cc2)csc1NC(=S)NC(=O)c1ccc(F)cc1` = i	-0.69

# The list goes on:
SMILES,KCNQ2 inh,Kir21 inh
COc1cc(C(=O)OC(C)CN2CCN(C)CC2)cc(OC)c1OC (stereo unspecified),i,0.07
Cc1cc(C(=O)Nc2c[nH]c(=O)[nH]c2=O)ccc1[N+](=O)[O-],i,0.3
CN(C(=O)C1CCCCC1)C1CCS(=O)(=O)C1 (stereo unspecified),i,-0.03
c1ccc(-n2nnnc2NC2CCCCCC2)cc1,i,-0.67
OCCN1CCN(CC(O)COc2ccc3ccccc3c2)CC1 (stereo unspecified),i,-0.67
Cc1ccc(/C=N/Nc2nncn2N)cc1,i,0.86
CCc1nnc(NC(=O)Cc2c[nH]c3ccccc23)s1,i,-0.11
Cc1ccccc1NC(=S)Nc1ccc(Br)cc1,i,-0.18
CC(=O)c1ccc(OCC(C)C)c(CN2CCCCC2)c1,i,0.74
CCCN(CC(=O)Nc1ccccc1OC)C(=O)c1ccncc1,i,-0.05
O=C(Cn1nnc2c(sc3nc4c(c(-c5ccccc5)c32)CCC4)c1=O)c1ccccc1,i,2.6
COCCn1c(SCC(=O)N2CCOCC2)nnc1-c1ccncc1,i,1.5
CCOc1ccc(C(=O)N2CCCCCC2)cc1,i,-1.6
COc1cc(S(=O)(=O)n2cnc(C)c2)ccc1Br,i,1.5
C/C(CC(=O)NC1C2CC3CC(C2)CC1C3)=N\NC(=O)Cc1cccs1 (stereo unspecified),i,-0.3
Cc1c(Cl)ccc2sc(N3CCN(C(=O)C4=COCCO4)CC3)nc12,i,-0.61
O=C(/C=C/Nc1ccc(S(=O)(=O)Nc2ncccn2)cc1)c1ccc(Cl)c(Cl)c1,i,0.47
Nc1nc2n(n1)C(c1ccccc1)CC(c1ccc(F)cc1)N2 (stereo unspecified),i,-0.28
Cc1nc(CC(=O)N/N=C/c2ccc(OCC(=O)O)cc2)cs1,i,-0.03
CC(C(=O)NCC1CCCCC1)N1CCN(S(=O)(=O)/C=C/c2ccccc2)CC1 (stereo unspecified),i,-0.66
COc1ccc(C2C3=C(CCCC3=O)N(CC(=O)O)C3=C2C(=O)CCC3)cc1Cl,i,1.2
CSc1cc(C)c(OCC(=O)Nc2c(C)nn(C)c2C)c(C)c1,i,-1.6
O=C(N/N=C/c1ccccn1)c1cccc([N+](=O)[O-])c1,i,0.1
Clc1ccc(Oc2cnns2)c(Cl)c1,i,0.35
CCOC(=O)Cc1cc(=O)n(-c2nc3ccccc3s2)[nH]1,i,0.92

# Random excerpt: 5 compounds from above, in no set order.
SMILES,KCNQ2 inh,Kir21 inh
OCCN1CCN(CC(O)COc2ccc3ccccc3c2)CC1 (stereo unspecified),i,-0.67
Cc1cc(C(=O)Nc2c[nH]c(=O)[nH]c2=O)ccc1[N+](=O)[O-],i,0.3
Cc1ccc(/C=N/Nc2nncn2N)cc1,i,0.86
CC(=O)c1ccc(OCC(C)C)c(CN2CCCCC2)c1,i,0.74
Cc1nc(CC(=O)N/N=C/c2ccc(OCC(=O)O)cc2)cs1,i,-0.03

# Continuation.
SMILES,KCNQ2 inh,Kir21 inh
COc1cc(/C=C/c2cc(C(=O)O)c3ccccc3n2)ccc1OC(F)F,i,0.26
CC1CN(C(=O)COC(=O)c2cccc(NS(=O)(=O)c3ccccc3)c2)CC(C)O1 (stereo unspecified),i,-4.8*
Cc1cc(OCC(=O)NC2CCN(Cc3ccccc3)CC2)c2c(C)cc(=O)oc2c1,i,0.09
CCCC(O)(CCC)C(=O)NNc1ccccc1,i,0.33
Cc1ccc2c(c1)C(O)(c1c(C)[nH]c3ccccc13)C(=O)N2 (stereo unspecified),i,-0.5
Clc1ccccc1Cc1noc(CN2CCN3CCCC3C2)n1 (stereo unspecified),i,-0.3
Cc1ccc(N=C2NC(=O)/C(=C\c3cccs3)S2)cc1C,i,0.52
COc1cc(-c2cc3nc4ccccc4n3c(N)c2C#N)cc(OC)c1OC,i,-1.5
Cc1ccc(S(=O)(=O)N2CCC(C(=O)OCC(=O)N3CCCC(C)C3)CC2)cc1C (stereo unspecified),i,-0.42
CN(C1CCCCC1)S(=O)(=O)c1cccc2nsnc12,i,-5.1*
CCC(=O)Nc1ccc2c(c1)Cc1cc(NC(=O)CC)ccc1-2,i,1.2
CCn1c(/C=N/NC(=O)c2ccc(OC)cc2)nc2ccccc21,i,1.7
CCOC(=O)C1CCCN(/C=C2\SC(=S)N(CC)C2=O)C1 (stereo unspecified),i,-0.61
COc1ccc(NC(=O)C#Cc2ccccc2)cc1,i,0.08
O=C(CCCCCn1nnc2ccccc2c1=O)Nc1ccccc1Cl,i,0.68
COc1cccc(-c2nnc(SCC(=O)N3CCCC3=O)n2-c2ccccc2)c1,i,0.25
CC(OC(=O)c1cc[n+]([O-])cc1)C(=O)NCc1ccccc1 (stereo unspecified),i,-2.3
O=C(Cn1c(=O)c2sccc2n(Cc2ccc([N+](=O)[O-])cc2)c1=O)NCCc1ccccc1,i,-1.9
CCCCN(C)C(=O)CNC(=O)c1nn(-c2ccc(OC)cc2OC)c(=O)c2ccccc12,i,-2.5
Cc1ccc(-c2cc(C(=O)N3CCCc4ccccc43)c3ccccc3n2)cc1,-6.9*,2.1
Cc1ccc(C(=O)N(C)CC(=O)Nc2cccc(F)c2)cc1S(=O)(=O)N1CCCCC1,i,0.99
Cc1sc2nc(SCC(=O)N3CC(C)OC(C)C3)n(C)c(=O)c2c1C (stereo unspecified),i,1.5
COc1ccc(NC(=O)c2cc(C(C)C)on2)cc1OC,i,0.34
Cn1c(SCc2cc([N+](=O)[O-])cc3c2OCOC3)nnc1-c1ccccn1,i,-0.01
Cc1cccn2c(=O)c3cc(C(=O)NC4CCCC4)sc3nc12,i,-0.06

# (list continues)
SMILES,KCNQ2 inh,Kir21 inh
COc1ccc([N+](=O)[O-])cc1NC(=O)N(C)Cc1ccco1,i,0.08
O=C(CCl)Nc1ccc(N=Nc2ccccc2)cc1,i,1.2
CCn1cc(CN2CCC(n3nccc3NC(=O)c3ccc(OC)cc3)CC2)cn1,i,0.68
CC1CCN(C(=O)Cn2c(=O)n(Cc3ccc4c(c3)OCO4)c(=O)c3ccccc32)CC1,-7.2*,-0.05
COC(CNC(=O)CSCc1nc(-c2ccc(SC)cc2)oc1C)OC,i,-0.36
CC(C)(C)n1nc2c(c1NC(=O)COc1ccc(Cl)cc1)CSC2,i,1.5
CSc1nc2ccccc2n1C(=O)Oc1ccccc1,i,-1.1
COc1ccccc1CNC(=O)C1CCN(c2ncnc3c2nc2n3CCCCC2)CC1,i,-0.4
CCN(CC)CCOc1ncnc2c1oc1ccccc12,i,0.44
CC(NC(=O)c1ccc(CS(=O)(=O)c2cccc(C(F)(F)F)c2)o1)c1ccc2c(c1)OCCO2 (stereo unspecified),i,0.19
CCOc1nc(-c2ccc(Cl)cc2Cl)ccc1C#N,i,-0.59
CC(=O)c1cccc(NC(=O)C=C(C)C)c1,i,0.24
CC(=O)/C=C\c1cn(-c2ncc(C(F)(F)F)cc2Cl)c2ccccc12,i,1.3
Cc1nnc(SCc2nc(N)nc(Nc3ccccc3)n2)s1,i,-0.17
C/C=C(\C)C(=O)Nc1cccc(C2=NOC3(C2)C[C@@H](C(N)=O)N(C(=O)c2cc([N+](=O)[O-])cc([N+](=O)[O-])c2C)C3)c1 (stereo partly specified),i,1.1
Cc1c(C(=O)NCC2CCCO2)oc2c(Cl)cccc12 (stereo unspecified),i,1.5
CCSc1nc(N)c(C#N)c(-c2ccco2)c1C#N,i,0.16
O=S(=O)(Nc1cccc(-c2nc3cccnc3s2)c1)c1cccs1,i,-0.53
COc1cc(CC(=O)NCc2ccccn2)cc(OC)c1OC,i,0.86
CCCOc1ccc(C(O)(CCN2CCCCC2)c2ccccc2OC)cc1 (stereo unspecified),i,-1.1
COC(=O)C1=C(C)N(c2ccccc2)/C(=C/c2cccs2)C1=O,i,0.39

# Screening results (PubChem BioAssay)
